Screening data (PubChem)
TSG101-PTAP inh – blocks PTAP/TSG101 interaction to inhibit HIV-1 budding; Fluorescence polarization, FITC-PTAP peptide / Tsg101 binding; Potency, µM (doses to about 115 µM), inactives show at the top dose activity change, negative = inhibition, hits mostly inhibitors; 340,000 tested, under 10 active; active = well fitted inhibition curve with a large enough effect in the main read-out, with a control signal flat, not every such curve was filed as active; inconclusive = small, poorly fitted or top-dose-only effect, or effect the other way, or a change in a side signal; inactive = no such curve, though single readings can be large or run the other way; note: potency is the fitted concentration of half-maximal effect; % of control where 0% means no effect
Target sequence (Q99816 whole entry, looked up): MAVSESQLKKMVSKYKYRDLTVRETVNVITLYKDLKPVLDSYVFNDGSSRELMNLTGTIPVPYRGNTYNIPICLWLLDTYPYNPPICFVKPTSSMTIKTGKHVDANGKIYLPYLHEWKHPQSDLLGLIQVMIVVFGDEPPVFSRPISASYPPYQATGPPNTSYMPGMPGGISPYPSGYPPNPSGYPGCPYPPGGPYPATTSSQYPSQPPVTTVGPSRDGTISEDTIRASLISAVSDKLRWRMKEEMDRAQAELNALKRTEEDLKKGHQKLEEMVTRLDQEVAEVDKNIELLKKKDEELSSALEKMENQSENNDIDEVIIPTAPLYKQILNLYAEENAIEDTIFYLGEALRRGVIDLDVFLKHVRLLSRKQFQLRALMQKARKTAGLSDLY
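FP read-out: FITC-PTAP peptide, 50 nM final, binding Tsg101 binding domain, 10 uM final; 20 min, r.t.; 10 mM HEPES pH 7.5, 0.15 M NaCl, 0.01% Tween 20, 3 mM EDTA, 0.1 mM TCEP.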
AT treatment – potential ataxia-telangiectasia treatments restoring KAP-1 phosphorylation; […] A-T fibroblasts, KAP-1 phosphorylation AlphaLISA; neocarzinostatin DNA damage 30 min before lysis; Potency, µM (titrated, usually from 57.5 µM), for the others: at the highest dose activation, most hits filed as activators; hit rate 0.19% among 320,000; note: potency is the fitted concentration of half-maximal effect; % of control where 0% means no effect; nearly all actives have a fitted effect of over 45% in size
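hTERT-immortalized A-T patient fibroblasts ([…]), 500 cells/well in OPTI-MEM, 1% FBS, got compounds for 60 min, then NCS for 30 min at 37C. Lysates were then assayed for phospho-KAP-1 by AlphaLISA (anti-pKAP1 donor, anti-KAP1 acceptor beads), 6 hr at 25C.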
a7 integrin act – activates integrin-mediated alleviation for muscular dystrophy; AID 624291; alpha7betagal myoblasts, beta-gal FDG fluorescence, 48 h; Potency, µM (series often up to 38.3 µM), inactives show at the top dose activation, actives largely listed as activators; hit rate 0.064% among 350,000;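 note: potency is the fitted concentration of half-maximal effect; 100% = response of the positive control SU9516; nearly all actives have a fitted effect of over 60% in size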
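alpha7betagal+/- myoblasts (passage 13, 250/well) treated 48 h at 37C with compounds at 1:260 dilution of DMSO stock. Lysed, then beta-galactosidase activity read as FDG fluorescence (ex 480/em 540) after 30 min, with pre-read for autofluorescence.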
TRPV1 agonist – activates the human vanilloid receptor TRPV1. Q8NER1. TRPV1-expressing cells, Fluo-8 calcium influx, agonist mode. activation, % at 8.33 µM. hit rate 0.19% among 320,000. AID 540275; in the data active = activation above about 80%; inconclusive = between about 30% and that limit; note: 0% is about no effect
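TRPV1-expressing cells were cultured overnight at 35.5C and loaded with Fluo-8 calcium dye for 40 to 90 min at room temperature. After a 10 s baseline, compound was added and calcium influx was read kinetically for 3 min (ex 480/em 520 nm).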
ELG1 DNA repair – ELG1-dependent DNA repair inhibition; hit rate 2.3% among 330,000; Potency, µM (doses to about 46.1 µM), without a hit: at the top dose activity change, negative = inhibition, usual class: inhibitors; AID 504467; HEK293T ELG1-luciferase reporter, luminescence, 16 h; DNA damage induced by 5-fluorouridine; note: potency is the fitted concentration of half-maximal effect; % is set by controls: 0 for no effect and ±100 for the full control effect; nearly all actives have a fitted effect of over 55% in size
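Overnight (16 hr) co-exposure of 2,000 cells/well to 5-fluorouridine and compound at 37 °C preceded detection. Luciferase was quantified via ONE-Glo luminescence; loss of signal denotes inhibition.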
TCR activator – activators of T cell receptors; primary human leukocytes, anti-CD3, IL-2 HTRF, 48 h; 330,000 tested, under 10 active; Potency, µM (series often up to 9.22 µM), without a hit: at the highest dose activation of IL-2 secretion, most hits filed as activators; AID 504894; note: % of control where 0% means no effect
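IL-2 release read by HTRF sandwich (Eu cryptate donor, d2 acceptor, 665 nm emission) after 48 hr exposure of primary human leukocytes to compound together with anti-CD3 beads in the absence of co-stimulatory signals.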
BRCA1 expr act – increases BRCA1 expression; Potency, µM (highest dose often 46.1 µM), for the others: at the highest dose activation, hits mostly activators; MCF7-BRCA1-FFLuc reporter, luminescence, 48 h; response scale: scaled: vehicle 0%, 10 µM genistein 100%; AID 624202; hit rate 1.1% among 380,000; note: potency is the fitted concentration of half-maximal effect; nearly all actives have a fitted effect of over 80% in size; some results filed as inactive show a strong effect at the top dose
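MCF7-BRCA1-FFLuc cells, 2000/well in phenol-red-free MEM, attached 2 h then treated 48 h at 37 C. Luciferase luminescence read 15 min after reagent; normalized to genistein maximum activation (10microM) and DMSO, concentration-response fitted.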
p53 reactivator – mutant p53 re-activation in reporter cells | hit rate 0.063% among 320,000 | H1299 p53-A138V BP100-luciferase reporter, luminescence, 24 h | Potency, µM (doses to about 92.2 µM), without a hit: at the highest dose activity change, positive = activation, hits mostly activators; note: potency is the fitted concentration of half-maximal effect; % of control where 0% means no effect; nearly all actives have a fitted effect of over 45% in size
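p53-null H1299 cells stably carrying temperature-sensitive p53-A138V and a BP100-luciferase reporter were pinned with compounds (4-point, 1:5 series) and held 24 hrs at 37 deg C. Luminescence was read 10 min after detection reagent.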
CXXC DNA block – inhibitors of human MLL CXXC domain-DNA interaction; Q03164; MLL-CXXC / FITC-HOXA9 DNA fluorescence polarization; Potency, µM (highest dose often 115 µM), for the others: at the top dose activity change, negative = inhibition, usual class: inhibitors; hit rate 0.037% among 290,000; AID 2662; active = well fitted inhibition curve with a large enough effect in the polarisation, with a control signal flat, not every such curve was filed as active; inconclusive = small, poorly fitted or top-dose-only effect, or effect the other way, or a change in a side signal; inactive = no such curve, though single readings can be large or run the other way; the % refers to the polarisation; note: potency is the fitted concentration of half-maximal effect
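Fluorescence polarization: 7 uM MLL-CXXC (stock) preincubated 5 min with compounds, then 50 nM fluorescein-HOX-A9 DNA (stock) added; 30 min ambient. Buffer 50 mM Tris-HCl pH 7.5, 50 mM NaCl, 1 mM DTT, 0.05% BSA.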
B2AR arrestin – beta2AR (human) beta-arrestin recruitment activity; P07550; beta-arrestin recruitment to beta2AR, cell-based reporter; Potency, µM (titrated, usually from 46.1 µM), for the others: at the highest dose activation, most hits filed as activators; hit rate 0.02% among 330,000; AID 492947;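 note: potency is the fitted concentration of half-maximal effect; 0% = DMSO controls and full agonism = EC100 isoproterenol or metaproterenol; nearly all actives have a fitted effect of over 65% in size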
Target sequence (P07550 whole entry, looked up): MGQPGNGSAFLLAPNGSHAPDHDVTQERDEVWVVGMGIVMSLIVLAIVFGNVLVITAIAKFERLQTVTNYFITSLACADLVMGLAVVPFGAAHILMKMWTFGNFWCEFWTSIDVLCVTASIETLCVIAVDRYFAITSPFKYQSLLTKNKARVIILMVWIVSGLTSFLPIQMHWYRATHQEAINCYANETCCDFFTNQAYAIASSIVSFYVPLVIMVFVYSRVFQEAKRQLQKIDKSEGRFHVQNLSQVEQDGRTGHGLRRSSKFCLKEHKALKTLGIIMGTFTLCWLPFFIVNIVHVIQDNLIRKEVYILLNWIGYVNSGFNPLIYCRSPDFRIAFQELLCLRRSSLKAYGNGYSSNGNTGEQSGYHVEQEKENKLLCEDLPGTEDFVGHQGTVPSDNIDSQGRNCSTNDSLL
Starred values were filed as active, the others as inactive; [ ] = dose if it differs, or a comment. Unless noted, calls come from the whole dose curve; as a rule, active = well fitted curve in the direction sought with a large enough effect; inconclusive = small, poorly fitted or top-dose-only effect, or another doubt; inactive = no such curve, though single readings can be large; an effect the other way counts as inactive or inconclusive. Compounds as they come. About 3.8% of those tested had a hit in this group.

What do the screens show for `O=C(O)/C(=C\c1ccc(-c2ccc(F)cc2)o1)c1ccccc1`?
TSG101-PTAP inh: 0%; AT treatment: -4%; a7 integrin act: -11%; TRPV1 agonist: 3; ELG1 DNA repair: 5%; TCR activator: 2%; BRCA1 expr act: 40%; p53 reactivator: -3%; CXXC DNA block: 7%; B2AR arrestin: 0.0%

What do the screens show for `CCOC(=O)c1ccc(NS(=O)(=O)c2cnc[nH]2)cc1`?
TSG101-PTAP inh: 1%; AT treatment: 5%; a7 integrin act: 23%; TRPV1 agonist: -3; ELG1 DNA repair: -1%; TCR activator: 3%; BRCA1 expr act: 14%; p53 reactivator: -3%; CXXC DNA block: -3%; B2AR arrestin: 0.1%

What do the screens show for `Cc1cccc(NC(=O)CNC(=O)CSc2ncccn2)c1C`?
TSG101-PTAP inh: 1%; AT treatment: inconclusive; a7 integrin act: 6%; ELG1 DNA repair: 2%; TCR activator: 1%[46.1 µM]; BRCA1 expr act: -20%; p53 reactivator: 3%; B2AR arrestin: -1.2%

Results for O=C(COC(=O)C1(c2ccc(F)cc2)CCCC1)N1CCN(C(=O)c2ccco2)CC1 ?
TSG101-PTAP inh: -11%; AT treatment: 3%; a7 integrin act: -12%; TRPV1 agonist: 20; ELG1 DNA repair: inconclusive; TCR activator: -3%; BRCA1 expr act: -26%; p53 reactivator: -5%; CXXC DNA block: -6%; B2AR arrestin: -0.4%

Results for O=C(c1cc([N+](=O)[O-])ccc1N1CCCC1)N1CCCCC1 ?
TSG101-PTAP inh: 2%; AT treatment: -7%; a7 integrin act: 14%; TRPV1 agonist: -2; ELG1 DNA repair: 13%; TCR activator: -8%; BRCA1 expr act: 3%; p53 reactivator: -3%; CXXC DNA block: 10%; B2AR arrestin: 0.4%

How did Cc1cccc(N2CN(Cc3cccnc3)CNC2=S)c1C do in these assays?
TSG101-PTAP inh: -4%; AT treatment: -1%; a7 integrin act: 21%; TRPV1 agonist: 1; ELG1 DNA repair: 6%; TCR activator: -3%[46.1 µM]; BRCA1 expr act: -23%; p53 reactivator: 3%; CXXC DNA block: -2%; B2AR arrestin: -0.6%

What do the screens show for `C/C(=N\NC(=O)CNC(=O)c1ccc2c(c1)OCCO2)c1ccco1`?
TSG101-PTAP inh: 0%; AT treatment: 6%; a7 integrin act: -5%; TRPV1 agonist: 3; ELG1 DNA repair: 10%; TCR activator: 14%; BRCA1 expr act: 1%; p53 reactivator: 4%; CXXC DNA block: -1%; B2AR arrestin: -0.6%

What do the screens show for `Cc1ccccc1N(CC(=O)NCCSc1ccccn1)S(=O)(=O)c1ccccc1`?
TSG101-PTAP inh: -4%; AT treatment: 8%; a7 integrin act: 6%; TRPV1 agonist: 0; ELG1 DNA repair: inconclusive; TCR activator: 1%; BRCA1 expr act: -11%; p53 reactivator: -4%; CXXC DNA block: -5%; B2AR arrestin: 0.2%

How did COc1cc(Cl)c(C)cc1NCC(=O)Nc1cccc(S(=O)(=O)N2CCCC2)c1 do in these assays?
TSG101-PTAP inh: -4%; AT treatment: -1%; a7 integrin act: 0%; TRPV1 agonist: 0; ELG1 DNA repair: inconclusive; TCR activator: 5%; BRCA1 expr act: -23%; p53 reactivator: -10%; B2AR arrestin: -0.9%

How did CCCCNC(=O)CSc1nc2c(sc(=S)n2-c2cc(Cl)ccc2OC)c(=O)[nH]1 do in these assays?
TSG101-PTAP inh: -5%; AT treatment: 2%; a7 integrin act: -6%; TRPV1 agonist: -6; ELG1 DNA repair: -5%; TCR activator: 0%; BRCA1 expr act: -6%; p53 reactivator: 3%; CXXC DNA block: -13%; B2AR arrestin: -0.1%

How did CCOC(=O)C1CCN(C(=O)COc2ccc(N(C)S(=O)(=O)c3cccs3)cc2)CC1 do in these assays?
TSG101-PTAP inh: 0%; AT treatment: 1%; a7 integrin act: -4%; TRPV1 agonist: 10; ELG1 DNA repair: -18%; TCR activator: -4%; BRCA1 expr act: -1%; p53 reactivator: -5%; CXXC DNA block: 8%; B2AR arrestin: -0.6%

What do the screens show for `CCN(CC(=O)Nc1cc(Cl)ccc1Cl)C(=O)c1ccc(-n2cccn2)cc1`?
TSG101-PTAP inh: 0%; AT treatment: 5%; a7 integrin act: 24%; TRPV1 agonist: 1; ELG1 DNA repair: inconclusive; TCR activator: -2%; BRCA1 expr act: -1%; p53 reactivator: -16%; B2AR arrestin: -0.6%

How did O=S(=O)(Nc1ccc(N2CCCCC2)cc1)c1ccccc1F do in these assays?
TSG101-PTAP inh: -1%; AT treatment: -12%; a7 integrin act: -18%; TRPV1 agonist: inconclusive; ELG1 DNA repair: 17%; TCR activator: 7%; BRCA1 expr act: 64%; p53 reactivator: -1%; CXXC DNA block: 39%[activator]; B2AR arrestin: 5.6%

Results for Cc1cc(C)c(S(=O)(=O)N2CCN(CCN3C(=O)c4cccc5cccc(c45)C3=O)CC2)cc1[N+](=O)[O-] ?
AT treatment: 2%; TRPV1 agonist: 0; ELG1 DNA repair: 3.7µM*; p53 reactivator: 1%; CXXC DNA block: 0%; B2AR arrestin: 4.6%

What do the screens show for `O=C(CNC(=O)c1ccccc1Cl)Nc1ccc(F)cc1`?
TSG101-PTAP inh: -2%; AT treatment: 4%; a7 integrin act: 24%; TRPV1 agonist: 4; ELG1 DNA repair: inconclusive; TCR activator: 11%[46.1 µM]; BRCA1 expr act: 29%; p53 reactivator: -3%; CXXC DNA block: 1%; B2AR arrestin: -0.3%

What do the screens show for `Cc1cc(F)ccc1S(=O)(=O)N1CCCOC1CNC(=O)C(=O)NC1CC1` (stereo not given)?
TSG101-PTAP inh: 0%; AT treatment: 3%; a7 integrin act: 15%; TRPV1 agonist: -12; ELG1 DNA repair: 0%; TCR activator: -1%; BRCA1 expr act: -4%; p53 reactivator: -8%; CXXC DNA block: -16%; B2AR arrestin: -0.3%

What do the screens show for `Cc1csc(Nc2ccccc2C(F)(F)F)n1`?
TSG101-PTAP inh: -3%; AT treatment: 0%; a7 integrin act: -26%; TRPV1 agonist: 18; ELG1 DNA repair: -1%; TCR activator: -3%; BRCA1 expr act: -34%; p53 reactivator: 12%; CXXC DNA block: -1%; B2AR arrestin: -0.6%

What do the screens show for `c1ccc(C(c2ccccc2)N2CCN(C(c3ccccn3)c3nnnn3C3CCCC3)CC2)cc1` (stereo not given)?
TSG101-PTAP inh: -6%; AT treatment: -3%[11.5 µM]; a7 integrin act: 42%; TRPV1 agonist: 0; ELG1 DNA repair: 17%; TCR activator: -4%; BRCA1 expr act: 1%; p53 reactivator: 5%; CXXC DNA block: -9%; B2AR arrestin: 0.1%

Results for Cc1ccc(C)n1CCN1CCN(CC(=O)Nc2ccc(S(N)(=O)=O)cc2)CC1 ?
TSG101-PTAP inh: -8%; AT treatment: -3%; a7 integrin act: -42%; TRPV1 agonist: -7; ELG1 DNA repair: -4%; TCR activator: 5%; BRCA1 expr act: -33%; p53 reactivator: 2%; CXXC DNA block: 9%; B2AR arrestin: 0.4%

Results for N#Cc1ccc(OCC(=O)NC2=NCCS2)cc1 ?
TSG101-PTAP inh: 0%; AT treatment: -1%; a7 integrin act: 1%; TRPV1 agonist: 1; ELG1 DNA repair: 25%; TCR activator: -4%; BRCA1 expr act: 41%; p53 reactivator: 7%; CXXC DNA block: 1%; B2AR arrestin: 0.3%

Results for Cc1ccccc1NC(=O)NCC1CCN(c2ccc(S(=O)(=O)N3CCOCC3)cc2)CC1 ?
TSG101-PTAP inh: -5%; AT treatment: 1%; a7 integrin act: -6%; TRPV1 agonist: 3; ELG1 DNA repair: -12%; TCR activator: 0%; BRCA1 expr act: -10%; p53 reactivator: 8%; CXXC DNA block: 7%; B2AR arrestin: -0.7%

Results for CC1=NN(C(=O)c2ccncc2)C(=O)C1N=Nc1ccc2ccccc2c1 (stereo not given) ?
TSG101-PTAP inh: -1%; a7 integrin act: -4%; TCR activator: 8%; BRCA1 expr act: -54%

How did CCOc1ccc(NC(=O)c2c(N)n(C)c(=O)[nH]c2=O)cc1 do in these assays?
TSG101-PTAP inh: -1%; a7 integrin act: -28%; TCR activator: 7%; BRCA1 expr act: inconclusive

How did CCN(C(=O)c1cccc(F)c1)c1ccccc1C do in these assays?
TSG101-PTAP inh: -2%; AT treatment: 2%; a7 integrin act: 5%; TRPV1 agonist: 4; ELG1 DNA repair: 0%; TCR activator: 5%; BRCA1 expr act: 0%; p53 reactivator: -4%; CXXC DNA block: 16%; B2AR arrestin: -0.5%
